mlh1 rad18 = NCI yeast anticancer drug screen, S. cerevisiae mlh1 rad18 strain. % growth inhibition at 50 µM. hit rate 11% among 79,000;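 also: 0% = growth of vehicle-only cultures of the same strain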
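A repair-deficient yeast strain is exposed to test compound, and growth is scored relative to vehicle-treated controls.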
sgs1 mgt1 = NCI yeast anticancer drug screen, S. cerevisiae sgs1 mgt1 strain; growth inhibition, % at 50 µM; hit rate 10% among 78,000;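 also: 0% = growth of vehicle-only cultures of the same strain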
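Growth of a repair-deficient yeast mutant was monitored after compound treatment and expressed as inhibition relative to vehicle-treated cultures.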
rad50 = NCI yeast anticancer drug screen, S. cerevisiae rad50 strain | % growth inhibition at 50 µM | hit rate 10% among 79,000 | AID 155;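 also: 0% = growth of vehicle-only cultures of the same strain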
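DNA repair mutant yeast, compound exposure, growth read-out; inhibition is taken relative to vehicle.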
mec2-1 = NCI yeast anticancer drug screen, S. cerevisiae mec2-1 strain; % growth inhibition at 50 µM; hit rate 9% among 79,000; AID 157;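 also: 0% = growth of vehicle-only cultures of the same strain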
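Readout is yeast growth inhibition, normalised to vehicle-treated controls, in the mec2-1 strain exposed to compound.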
cln2 rad14 = NCI yeast anticancer drug screen, S. cerevisiae cln2 rad14 strain | hit rate 8.3% among 78,000 | growth inhibition, % at 50 µM | AID 165;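 also: 0% = growth of vehicle-only cultures of the same strain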
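The screen exposed genetically defined yeast (cln2 rad14) to test compounds and scored growth inhibition relative to vehicle-treated controls.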
bub3 = NCI yeast anticancer drug screen, S. cerevisiae bub3 mutant strain; growth inhibition, % at 50 µM; hit rate 9.9% among 78,000; AID 167;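 also: 0% = growth of vehicle-only cultures of the same strain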
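Part of a panel of yeast mutants defective in DNA damage repair or cell cycle regulation. Each strain is grown with compound, and inhibition is calculated relative to solvent-treated cultures.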
* = called active by the depositor; & = joins results of further samples. Rule as the data show it: active = growth inhibition above about 70%; inactive = the rest.

SMILES	mlh1 rad18	sgs1 mgt1	rad50	mec2-1	cln2 rad14	bub3
CC(=O)c1cc([N+](=O)[O-])ccc1OCC(=O)O	10	4	6	5	2	10
Cn1c(N)c(/C=C/C(=O)Oc2ccccc2)c(=O)n(C)c1=O	-43	16	50	18	17	-9
COc1ccc(C(c2cc3c(cc2O)OCO3)N2CCOCC2)cc1OC (stereo not given)	71*	96*	77*	86*	68	98*
CC(C)(C)c1[nH]ncc1CCC(=O)Nc1ccc(Cl)cc1Cl	4	-6	-1	-2	1	-16
CC(C)C(=O)Nc1nc2c(ncn2C2OC(CO)C(O)C2O)c(=O)[nH]1 (stereo not given)	-4	-22	6	-24	8	-6
Cc1nc2ccccc2c(=O)n1CC(=O)O	-7	2	-9	-10	4	10
CN(C)CCNc1ccc2ncnc3c2c1C(=O)c1ccccc1-3	66	77*	76*	69	67	74*
O=C1C(Cc2ccccc2)CCCC1Cc1ccccc1 (stereo not given)	3	-8	-5	17	-22	-6
C/C(=N\NC(=O)c1ccncc1)c1ccc2ccccc2c1O	20	7	9	8	-34	-2
CC(C)N1C(=O)C2C3C=CC(C3)C2C1=O (stereo not given)	3	-5	3	0	0	12
CCC1SC(CC)(CC(C)C)C(=O)NC1=O (stereo not given)	14	-12	-6	18	-11	-10
O=C(O)Cc1cc(=O)oc2cc(O)c(Cl)cc12	-6	-7	2	-20	16	3
COc1ccc(CSC(=S)Nc2cc(C)c(C)cc2[N+](=O)[O-])cc1	98*	98*	96*	98*	93*	97*
COc1cc(N(C)C)ccc1C=O	-10	-9	1	1	-29	-6
N#CC(C(=O)/C(=N/Nc1nc(=S)[nH]n1N)C(C#N)c1ccccc1)c1ccccc1 (stereo not given)	-10	-31	-24	-1	15	-19
CCCC(=O)Oc1cc(C)ccc1C(C)(C)C	-42	-12	-18	-23	-34	-36
Nc1ccc(Cn2cnc3c(=O)[nH]cnc32)cc1	-5	8	-12	-6	-46	7
O=C1OCC(Cc2ccc3c(c2)OCO3)[C@H]1Cc1ccc(O)cc1 (stereo not given in full)	-6	18	1	-18	22	19
N#Cc1ccc(CSC2=C(c3ccc(Cl)cc3)S/C(=C3\SC(SCc4ccc(C#N)cc4)=C(c4ccc(Cl)cc4)S3)S2)cc1	-26	-20	-17	-15	8	-8
C1=C\CCCCCCCC/1	15	41	17	13	10	25
COc1ccc(/C=C2\CCC(CCN(C)C)(C3=CCCC3)C2=O)cc1 (stereo not given)	9	15	2	-7	18	-14
O=C1NCC/C1=C\c1ccc(Cl)c(Cl)c1	-14	-10	9	-12	-18	-8
COC(=O)C1(C2CCCCCCCCCCC2=O)NC(=S)NC(=O)C1C#N (stereo not given)	4	-14	-8	25	6	7
O=C(O)c1c[nH]c(=O)[nH]c1=O.[Cu+2]	-21	-12	-24	-13	-44	-41
Clc1ccc(-n2cnnn2)cc1	1	2	1	-1	-20	-7
COc1ccccc1/C=C1\CCC(CN(C)C)C1=O (stereo not given)	92*	92*	82*	90*	55	91*
O=C1NC(O)c2ccccc2O1 (stereo not given)	11	27	9	-9	5	21
O=C(O)CCCCCCCCCCS(=O)(=O)CCO	-10	13	5	6	20	20
C=CC1(c2ccc3ccccc3c2)OCC(CC)(CC)CO1	22	-4	-18	7	-5	8
CC(C)CC(Nc1nncs1)Nc1nncs1	4	10	-4	-21	-4	7
CC1CCC(OC(=O)CC#N)CC1 (stereo not given)	-6	-2	-2	-7	3	2
COc1cc2c(c(Cl)c1OC)CCN(C)CC2c1ccccc1 (stereo not given)	2	-14	-5	-15	-10	-1
O=C(O)CCC(C(=O)O)N1C(=O)C2C3CCC(C3)C2C1=O (stereo not given)	-5	-36	-26	-34	-16	-25
Clc1nc(Cl)nc(SCCSc2nc(Cl)nc(Cl)n2)n1	2	-5	8	-54	-25	3
Cc1ccc(N)c(S)c1	92*	80*	10	36	-2	82*
CCNc1cc(Cl)c(C(=O)O)cc1[N+](=O)[O-]	-9	15	-9	21	-23	-9
Nc1nc(N)c2nc3c(nc2n1)CCCC3	-26	-18	-16	-36	9	-13
O=C(O)CN(CC(=O)O)C1CCCCC1N(CC(=O)O)CC(=O)NCCN=C=S (stereo not given)	50	43	30	52	36	61
CCC(=O)OC1(C(=O)OC)CCN(C)CC1	10	-1	10	3	15	18
CCSCCC(C)(N)C(=O)O (stereo not given)	-4	-12	-7	-9	-39	2
CC(CN1CCCC1)OC(=O)C(c1ccccc1)C1C=CCC1 (stereo not given)	-5	14	0	-8	-15	4
OC1(c2ccccc2)CN(CCl)CC(c2ccccc2)O1 (stereo not given)	47	46	-11	17	10	72*
O=C(OC(c1c(Cl)cccc1Cl)c1nccc2ccccc12)c1ccccc1 (stereo not given)	-9	-8	2	3	1	-1
COc1ccc(C(=O)c2ccccc2)c(O)c1OC	10	-2	-13	-6	-1	46
BrC1C(Br)C2C3C=CC(c4ccccc43)C12 (stereo not given)	10	2	6	-25	-2	15
O=C1CCCCCCCCCCC1CCCCCBr (stereo not given)	-12	-6	-23	-26	-13	-42
Cc1ccc(S(=O)(=O)OCC23CCC(CC2)C2CC23)cc1 (stereo not given)	-30	-11	-10	-37	11	30
O=C1CCC2=C3C4CCCC5OC6CC(=O)CCC6=C(C6CCCC(OC2C1)C36)C54 (stereo not given)	17	7	6	-2	11	26
C[Si](C)(C)O/C=C1\CCCCC1=O	-24	2	6	8	15	3
O=[N+]([O-])c1ccc(CC(c2ccc([N+](=O)[O-])cc2)(c2ccc([N+](=O)[O-])cc2)c2ccc([N+](=O)[O-])cc2)cc1	27	-19	5	13	9	41
(next part)
SMILES	mlh1 rad18	sgs1 mgt1	rad50	mec2-1	cln2 rad14	bub3
Cn1cc(/C=C/C(=O)c2ccccc2[N+](=O)[O-])c2ccccc21	3	3	8	13	18	1
OCc1ccc2ccccc2n1	31	22	24	-1	-2	13
COc1ccc(N2C(=O)C(C)SC23C(=O)Nc2ccc(C)cc23)cc1 (stereo not given)	18	18	20	23	-19	2
O=c1[nH]cnc2cc3cn[nH]c3cc12	6	6	15	6	1	9
Nc1nc(=O)c2[nH]cnc2n1O	-15	-35	8	-1	16	-20
N#Cc1ccc(OC(=O)Nc2ccccc2C(F)(F)F)cc1	-1	-5	2	-19	-2	-15
CN(C)Cc1ccccc1COC(=O)c1ccc(Cl)cc1	21	15	13	12	10	17
Cc1ccccc1OS(=O)(=O)c1ccccc1	18	28	26	15	15	5
O=C1C(Cl)=C(N2C(=O)CCC2=O)C(=O)c2ccccc21	89*	92*	88*	90*	89*	89*
COc1cc2c(c3oc4c(O)cccc4c(=O)c13)CC(C(C)(O)CO)O2 (stereo not given)	-34	-23	24	-12	-9	-43
CCn1c(=N)sc2nc3ccccc3n2c1=O	30	19	52	18	15	-4
COC(=O)C1(C(C(=O)c2ccccc2)c2ccccc2)NC(=S)NC(=O)C1C#N (stereo not given)	-10	-20	-14	10	6	-15
Cc1ccnc2ccc3ccccc3c12	33	20	-18	-1	22	31
CC(=O)OC1CC(O)CC2=CCC3C4CCC(C(C)(O)C(O)CC5COC(=O)C5C)C4(C)CCC3C21C (stereo not given)	-30	15	7	5	3	-32
O=Nc1c(O)cc(Nc2cccnc2)c2ccccc12	15	25	24	17	9	11
ClC(Cl)(Cl)C1CCC(Br)C2CCCCC21 (stereo not given)	10	22	6	17	-16	-3
Cc1c(C)c(C)c(C)c(C)c1C	17	14	12	31	-2	-2
Nc1ccn(C2OC(CO)C(O)C2O)c(=O)n1 (stereo not given)	-18&-30&-29	-34&6&0	-25&-35&-9	-38&-25&-11	-21&5&3	-33&-49&-22
CCOc1ccc2nc(NC(=O)C(=O)C3C(=O)C(CC4C(=O)c5ccccc5C4=O)C(=O)CC3(C)C)sc2c1 (stereo not given)	9	14	31	-1	-30	-29
CC1(C)CNC(C)(C)CN1	-18	4	-4	-12	1	18

Profiles as entered above. Order of screens: mlh1 rad18, sgs1 mgt1, rad50, mec2-1, cln2 rad14, bub3
ClC(Cl)(Cl)C1CCC(Br)C2CCCCC21 (stereo not given) as listed: 10, 22, 6, 17, -16, -3
COC(=O)C1(C(C(=O)c2ccccc2)c2ccccc2)NC(=S)NC(=O)C1C#N (stereo not given) as listed: -10, -20, -14, 10, 6, -15

Going on with the list.
SMILES	mlh1 rad18	sgs1 mgt1	rad50	mec2-1	cln2 rad14	bub3
Cc1ccc(O)cc1C(=O)O	5	-1	-32	-15	8	-4
CC(C)CC(NC(=O)C(Cl)Cl)C(=O)O (stereo not given)	-6	-2	4	4	-6	-6
CCOC(=O)NNC(=O)CN	6	0	1	0	-35	-19
O=C(Nc1ccn(CCOC(=O)c2ccccc2)c(=O)n1)c1ccccc1	48	23	-9	-21	15	24
Cn1c(=O)c2[nH]c(Cc3ccc(OCc4ccccc4)cc3)nc2n(C)c1=O	-3	1	9	-7	-19	-9
CON1C(=O)OCC(c2ccccc2)(c2ccccc2)C1=O	12	6	20	-3	11	-5
Cc1c(N)cc(C(C)C)c2cccnc12	-15	-18	-14	-11	-27	-18
Nc1ccc(C(OC(=O)c2cc3ccccc3c(Cc3c(O)c(C(=O)OC(c4ccc(N)cc4)(c4ccc(N)cc4)c4ccc(N)cc4)cc4ccccc34)c2O)(c2ccc(N)cc2)c2ccc(N)cc2)cc1	-14	28	51	28	10	29
CCC(C)(C)C(=O)OCC(=O)c1ccc(-c2ccccc2)cc1	13	-7	-6	8	-3	62
Cc1ccc(C)c(N2C(=O)C(=O)C(c3nc4ccccc4o3)/C(=N/N)C2=O)c1 (stereo not given)	-18	14	-19	34	-17	5
O=C(c1ccc(Cl)cc1)C1OC12C(=O)Nc1ccccc12 (stereo not given)	100*	100*	100*	100*	100*	100*

Among those listed so far, 16 contain four or more nitrogen atoms:
SMILES	mlh1 rad18	sgs1 mgt1	rad50	mec2-1	cln2 rad14	bub3
CC(C)C(=O)Nc1nc2c(ncn2C2OC(CO)C(O)C2O)c(=O)[nH]1 (stereo not given)	-4	-22	6	-24	8	-6
CN(C)CCNc1ccc2ncnc3c2c1C(=O)c1ccccc1-3	66	77*	76*	69	67	74*
N#CC(C(=O)/C(=N/Nc1nc(=S)[nH]n1N)C(C#N)c1ccccc1)c1ccccc1 (stereo not given)	-10	-31	-24	-1	15	-19
Nc1ccc(Cn2cnc3c(=O)[nH]cnc32)cc1	-5	8	-12	-6	-46	7
Clc1ccc(-n2cnnn2)cc1	1	2	1	-1	-20	-7
CC(C)CC(Nc1nncs1)Nc1nncs1	4	10	-4	-21	-4	7
Clc1nc(Cl)nc(SCCSc2nc(Cl)nc(Cl)n2)n1	2	-5	8	-54	-25	3
Nc1nc(N)c2nc3c(nc2n1)CCCC3	-26	-18	-16	-36	9	-13
O=C(O)CN(CC(=O)O)C1CCCCC1N(CC(=O)O)CC(=O)NCCN=C=S (stereo not given)	50	43	30	52	36	61
O=[N+]([O-])c1ccc(CC(c2ccc([N+](=O)[O-])cc2)(c2ccc([N+](=O)[O-])cc2)c2ccc([N+](=O)[O-])cc2)cc1	27	-19	5	13	9	41
O=c1[nH]cnc2cc3cn[nH]c3cc12	6	6	15	6	1	9
Nc1nc(=O)c2[nH]cnc2n1O	-15	-35	8	-1	16	-20
CCn1c(=N)sc2nc3ccccc3n2c1=O	30	19	52	18	15	-4
Cn1c(=O)c2[nH]c(Cc3ccc(OCc4ccccc4)cc3)nc2n(C)c1=O	-3	1	9	-7	-19	-9
Nc1ccc(C(OC(=O)c2cc3ccccc3c(Cc3c(O)c(C(=O)OC(c4ccc(N)cc4)(c4ccc(N)cc4)c4ccc(N)cc4)cc4ccccc34)c2O)(c2ccc(N)cc2)c2ccc(N)cc2)cc1	-14	28	51	28	10	29
Cc1ccc(C)c(N2C(=O)C(=O)C(c3nc4ccccc4o3)/C(=N/N)C2=O)c1 (stereo not given)	-18	14	-19	34	-17	5

Rows were taken by chance (roughly 13% active in at least one column).
